Screening results: PubChem, The Scripps Research Institute Molecular Screening Center
TEAD-YAP block: TEAD-YAP interaction inhibition, primary screen, TEAD-YAP interaction inhibitor project, luminescence, HEK-TIYL cells | inhibition, % at 9.12 µM | AID 1259422, 2018 | 640,000 tested, 1.4% active | TEAD-Gal4/YAP UAS-luciferase luminescence; in the data active = inhibition above about 32%;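 also: 0% = median of test compound wells and 100% = reference inhibitor wells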
GPR151 ag: activators of human GPR151, primary screen, cell-based, PathHunter beta-arrestin, luminescence | G-protein coupled receptor 151 (Homo sapiens), Q8TDV0 | PathHunter beta-arrestin GPR151 cells | activation, % at 11.2 µM | 650,000 tested, 1% active | AID 1508602, 2020; in the data active = activation above about 4.9%;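 also: 0% = median of compound wells and 100% = cells with positive control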
Target sequence (Q8TDV0 whole entry, looked up): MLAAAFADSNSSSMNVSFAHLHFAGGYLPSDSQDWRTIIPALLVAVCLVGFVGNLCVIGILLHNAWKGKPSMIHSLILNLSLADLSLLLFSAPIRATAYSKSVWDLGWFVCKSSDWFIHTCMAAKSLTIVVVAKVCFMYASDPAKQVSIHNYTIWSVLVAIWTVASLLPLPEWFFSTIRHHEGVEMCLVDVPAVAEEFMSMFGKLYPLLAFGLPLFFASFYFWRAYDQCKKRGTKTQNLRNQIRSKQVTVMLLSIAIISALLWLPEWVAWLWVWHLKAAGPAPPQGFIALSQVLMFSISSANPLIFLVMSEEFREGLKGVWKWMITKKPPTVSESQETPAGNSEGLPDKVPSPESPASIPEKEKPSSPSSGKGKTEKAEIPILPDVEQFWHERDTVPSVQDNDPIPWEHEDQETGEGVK
FBW7 activator: FBW7 E3 ligase activators, primary screen, biochemical, AlphaScreen, human | 650,000 tested, 0.13% active | normalized activity (activation), % at 26.1 µM | AlphaScreen FBW7–phospho-cyclin E peptide binding, activator screen | F-box/WD repeat-containing protein 7 (Homo sapiens), Q969H0; in the data active = normalized activity above about 1.9%;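 also: purified mutant Fbw7 with reduced substrate affinity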
MITF inh: MITF inhibitors, primary screen, biochemical, AlphaScreen, human; AlphaScreen MITF homodimerization, bead proximity signal; inhibition, % at 2.6 µM; 650,000 tested, 0.91% active; AID 1259374, 2018; in the data active = inhibition above about 50%;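 also: 0% = vehicle wells with protein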
Target sequence (O75030 whole entry, looked up): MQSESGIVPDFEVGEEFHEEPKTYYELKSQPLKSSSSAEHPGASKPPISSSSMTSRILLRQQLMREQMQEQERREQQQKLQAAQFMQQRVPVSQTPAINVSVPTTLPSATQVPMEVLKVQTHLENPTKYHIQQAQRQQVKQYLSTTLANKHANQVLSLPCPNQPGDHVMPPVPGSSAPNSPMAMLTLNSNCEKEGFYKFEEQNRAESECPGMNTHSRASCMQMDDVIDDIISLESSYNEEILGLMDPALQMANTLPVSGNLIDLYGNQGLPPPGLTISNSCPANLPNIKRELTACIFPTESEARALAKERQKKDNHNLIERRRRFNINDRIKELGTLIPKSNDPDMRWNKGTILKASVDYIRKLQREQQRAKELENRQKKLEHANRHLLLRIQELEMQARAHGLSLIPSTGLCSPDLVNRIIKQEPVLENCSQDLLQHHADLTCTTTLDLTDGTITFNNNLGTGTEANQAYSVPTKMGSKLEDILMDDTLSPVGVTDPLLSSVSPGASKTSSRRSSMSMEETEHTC
An asterisk follows results filed as active.

Screening CCCCC(CCC(=O)Nc1ccccc1C(=O)OCC)C(=O)O (centres undefined) returned TEAD-YAP block 4, GPR151 ag 0.6, FBW7 activator 0.2 and MITF inh 5.
COc1ccc(Cc2nnc(SCC(=O)NC(C)c3ccccc3)o2)cc1 (centres undefined) was read as TEAD-YAP block 4, GPR151 ag 1.6, FBW7 activator -0.1 and MITF inh 1.
`COc1ccc(S(=O)(=O)Nc2ccc(C(C)=O)cc2)cc1[N+](=O)[O-]` gave TEAD-YAP block -4, GPR151 ag -1.6, FBW7 activator 0.5 and MITF inh 2.
Screening Cc1cc(C(C)(C)C)ccc1OCCCNCCN returned TEAD-YAP block 1, GPR151 ag 4.2, FBW7 activator -0.1 and MITF inh 10.
For CCOC(=O)c1cccc(N2C(=O)C3C4c5ccccc5C(CC)(c5ccccc54)C3C2=O)c1 (centres undefined) the results were TEAD-YAP block -2, GPR151 ag 0.9, FBW7 activator 0.1 and MITF inh 2.
`CCOc1ccc(CC(=O)Nc2nc3c(s2)COc2ccccc2-3)cc1` gave TEAD-YAP block -7, GPR151 ag -0.5, FBW7 activator -0.1 and MITF inh -2.
`CN(c1ccccc1C(=O)NC1CCCCC1)S(=O)(=O)c1ccccc1` gave TEAD-YAP block -1, GPR151 ag 1.2, FBW7 activator 0.0 and MITF inh 13.
`C=C=C(n1cccc1)C(C)(C)O` gave TEAD-YAP block 1, GPR151 ag -1.3, FBW7 activator -0.1 and MITF inh 1.
Screening CC1(C)Cc2nc3sc4c(NCCN5CCOCC5)ncnc4c3cc2CO1 returned TEAD-YAP block 1, GPR151 ag -1.8, FBW7 activator -0.2 and MITF inh 2.
For O=C(CC1C(=O)NCCN1Cc1ccc(F)cc1Cl)NC1CCCCCCC1 (centres undefined) the results were TEAD-YAP block 11, GPR151 ag 1.2, FBW7 activator 0.0 and MITF inh 12.
`O=C(Nc1cccc2c(=O)[nH][nH]c(=O)c12)c1cccc(Cl)c1` gave TEAD-YAP block -6, GPR151 ag -6.3, FBW7 activator 0.1 and MITF inh -2.
c1ccc(CNc2nc(N3CCC(N4CCOCC4)CC3)nc3c2ncn3-c2ccccc2)cc1 was read as TEAD-YAP block -7, GPR151 ag 1.5, FBW7 activator -0.2 and MITF inh 8.
Screening Nc1ccc2c(c1)Nc1ccccc1CC2 returned TEAD-YAP block 0, GPR151 ag 0.1, FBW7 activator -0.1 and MITF inh 2.
`CC(=O)c1c(C)n([O-])c2ccc(C)cc2[n+]1=O` gave TEAD-YAP block -4, GPR151 ag 0.1, FBW7 activator -0.1 and MITF inh 8.
Screening CCCn1cc(CN2CCN(Cc3ccc(OC)c(C)c3C)C(CCO)C2)c(C)n1 (centres undefined) returned TEAD-YAP block -20, GPR151 ag -0.4, FBW7 activator -0.1 and MITF inh -12.
For COc1ccc(-c2nn(-c3ccccc3)cc2CC#N)cc1OC the results were TEAD-YAP block -2, GPR151 ag 1.8, FBW7 activator 0.2 and MITF inh 2.
COC(=O)CNC(=O)c1cccc(Cl)c1 was read as TEAD-YAP block 0, GPR151 ag -0.2, FBW7 activator -0.1 and MITF inh 13.
For CN(C)CCN1C(=O)C(O)=C(C(=O)c2cccs2)C1c1ccccc1F (centres undefined) the results were TEAD-YAP block 5, GPR151 ag -0.6, FBW7 activator 0.0 and MITF inh 6.
Screening CC1CN(S(=O)(=O)N2CCOCC2)CCN1S(=O)(=O)N1CCOCC1 (centres undefined) returned TEAD-YAP block -6, GPR151 ag 1.4, FBW7 activator 0.4 and MITF inh -5.
Fc1cccc(CCNc2nccc(Nc3ccncn3)n2)c1 was read as TEAD-YAP block -14, GPR151 ag -0.8, FBW7 activator 0.0 and MITF inh -11.
For O=C(COC(=O)c1cc(Cl)ccc1O)NC(=O)NCc1ccccc1 the results were TEAD-YAP block 2, GPR151 ag 0.5, FBW7 activator 0.0 and MITF inh -4.
`CCN(CC)CCCNC(=O)C1c2ccccc2C(=O)N(Cc2ccc(F)cc2)C1c1ccc(OC)cc1` (centres undefined) gave TEAD-YAP block 5, GPR151 ag -0.2, FBW7 activator -0.1 and MITF inh 2.
Cc1ccc(C(=O)N2CCc3ccccc3C2)c(F)c1F was read as TEAD-YAP block -9, GPR151 ag 1.0, FBW7 activator -0.1 and MITF inh 3.
For COc1ccc(Cl)cc1NC(=O)Nc1nnc(N2CCCCC2C)s1 (centres undefined) the results were TEAD-YAP block 5, GPR151 ag 4.4, FBW7 activator -0.1 and MITF inh 5.
Cc1cccc(NC(=O)COc2cc(Cl)ccc2Cl)c1C was read as TEAD-YAP block -4, GPR151 ag -0.1, FBW7 activator -0.1 and MITF inh 5.
Screening CC(C)(C)NC(=O)CCN1C(=O)/C(=C\c2ccccc2F)SC1=S returned TEAD-YAP block -2, GPR151 ag -1.0, FBW7 activator 0.0 and MITF inh 1.
`CCOc1ccccc1-c1nc(-c2cccc([N+](=O)[O-])c2)no1` gave TEAD-YAP block -1, GPR151 ag -1.3, FBW7 activator -0.1 and MITF inh 5.
For COCCNC(=O)c1ccc(Cn2c(SCC(=O)c3ccc(F)cc3)nc3ccc(Br)cc3c2=O)cc1 the results were TEAD-YAP block 4, GPR151 ag -0.4, FBW7 activator 0.3 and MITF inh 14.
Cc1ccc(CN2CCN(C3C4CC5CC(C4)CC3C5)CC2CCO)o1 (centres undefined) was read as TEAD-YAP block 7, GPR151 ag -1.0, FBW7 activator -0.2 and MITF inh -13.
COc1cc2c(cc1OC)C(CC(=O)O)N(S(C)(=O)=O)CC2 (centres undefined) was read as TEAD-YAP block -7, GPR151 ag 0.3, FBW7 activator 0.0 and MITF inh 8.
`CCSCCOC(=O)C1=C(C)NC(=O)NC1c1ccc(N(C)C)cc1` (centres undefined) gave TEAD-YAP block 12, GPR151 ag -0.6, FBW7 activator 0.1 and MITF inh 10.
COC(=O)c1sccc1NC(=S)Nc1ccc([N+](=O)[O-])cc1OC was read as TEAD-YAP block -7, GPR151 ag 0.4, FBW7 activator -0.3 and MITF inh 13.
`CCN1C2=NCCN2c2ccccc21` gave TEAD-YAP block -2, GPR151 ag 1.7, FBW7 activator 0.0 and MITF inh 1.
Screening O=C(Nc1nnc(-c2ccc3c(c2)OCCO3)o1)c1ccccc1Br returned TEAD-YAP block 68*, GPR151 ag -1.2, FBW7 activator 0.0 and MITF inh 21.
Screening NC(=O)Cn1c(=O)n(-c2ccccc2)c(=O)c2oc3ccccc3c21 returned TEAD-YAP block -5, GPR151 ag 1.0, FBW7 activator 0.1 and MITF inh -3.
`O=C(Cc1cccc2ccccc12)Nc1cc(Cl)ccc1C(=O)O` gave TEAD-YAP block -8, GPR151 ag 2.9, FBW7 activator -0.1 and MITF inh 14.
`CN(C)Cc1c(O)ccc2c(=O)c(-c3ccccc3)coc12` gave TEAD-YAP block 0, GPR151 ag 0.1, FBW7 activator 0.0 and MITF inh -1.
Screening CCC(C)NC(=O)c1ccc(N(C)S(=O)(=O)c2ccccc2)cc1 (centres undefined) returned TEAD-YAP block -7, GPR151 ag 0.0, FBW7 activator 0.1 and MITF inh 22.
`Cc1ccc(CN2CCNC(=O)C2CC(=O)N(C)CCc2cnn(C)c2)o1` (centres undefined) gave TEAD-YAP block 7, GPR151 ag 1.0, FBW7 activator 0.2 and MITF inh 9.
For CCOc1ccccc1NC(=O)CSc1nnnn1C1CCCC1 the results were TEAD-YAP block -1, GPR151 ag 0.1, FBW7 activator 0.0 and MITF inh -1.
Screening CCOC(=O)N1CCN(C(=O)CSCc2c(F)cccc2Cl)CC1 returned TEAD-YAP block -17, GPR151 ag -0.7, FBW7 activator 0.2 and MITF inh 6.
For O=C1C2CC2C(=O)N1CCn1cnc(Cl)c1Cl (centres undefined) the results were TEAD-YAP block 0, GPR151 ag -0.4, FBW7 activator 0.0 and MITF inh 11.
For COC(=O)COc1ccc(S(=O)(=O)Nc2cccc([N+](=O)[O-])c2)cc1Cl the results were TEAD-YAP block 1, GPR151 ag 0.3, FBW7 activator 0.3 and MITF inh 22.
For O=C(Oc1cccc([N+](=O)[O-])c1)c1ccc2c(c1)C(=O)N(c1ccc([N+](=O)[O-])cc1)C2=O the results were TEAD-YAP block -4, GPR151 ag -0.5, FBW7 activator 0.0 and MITF inh -8.
For C=Cn1cc[n+](CC(=O)c2cccs2)c1 the results were TEAD-YAP block -2, GPR151 ag -0.6, FBW7 activator 0.0 and MITF inh 3.
`COCCNC(=O)c1cccc(OC2CCN(C(C)CCn3cccn3)CC2)c1` (centres undefined) gave TEAD-YAP block -3, GPR151 ag 0.9, FBW7 activator 0.1 and MITF inh -2.
`O=C1CCC(CCC(=O)N(CC2CCC2)CC2CCCO2)(Cc2ccc(Cl)cc2)N1` (centres undefined) gave TEAD-YAP block -7, GPR151 ag 2.1, FBW7 activator 0.1 and MITF inh 2.
`Nc1c(-c2nc(-c3ccc(Cl)cc3)no2)nnn1-c1ccccc1` gave TEAD-YAP block 4, GPR151 ag -0.1, FBW7 activator 0.0 and MITF inh 17.
`Cc1ccccc1N=c1oc2ccccc2cc1-c1nc2ccccc2[nH]1` gave TEAD-YAP block 43*, GPR151 ag -9.7, FBW7 activator -0.1 and MITF inh 0.
CC1CCCC(NC(=O)COC(=O)COc2ccccc2)C1C (centres undefined) was read as TEAD-YAP block 0, GPR151 ag 1.1, FBW7 activator 0.1 and MITF inh 3.
`COc1cc(C(=O)NCCSc2c[nH]c3ccccc23)cc(OC)c1OC` gave TEAD-YAP block 9, GPR151 ag 1.5, FBW7 activator 0.1 and MITF inh -2.
`O=C(Nc1cccc(Cl)c1)NC1CCCCC1` gave TEAD-YAP block -49, GPR151 ag -2.1, FBW7 activator 0.3 and MITF inh 15.
`O=C(O)CC1(CC(=O)Nc2ccc(F)cc2F)CCCC1` gave TEAD-YAP block 2, GPR151 ag -2.0, FBW7 activator 0.0 and MITF inh -4.
`C=CCOc1ccc(C2Nc3ccccc3-c3nnc(SCCCC)nc3O2)cc1` (centres undefined) gave TEAD-YAP block -7, GPR151 ag -1.6, FBW7 activator 0.0 and MITF inh 13.
COc1ncc(-c2cnn3c(N4CCC[C@H]4CO)ccnc23)c(OC)n1 was read as TEAD-YAP block -50, GPR151 ag -0.2, FBW7 activator -0.2 and MITF inh -13.
Cc1ccccc1OCCSc1nc2ccccc2n1CC(=O)O was read as TEAD-YAP block -6, GPR151 ag 1.8, FBW7 activator 0.0 and MITF inh 1.
Screening C=CCSc1nnc(-c2ccncc2)o1 returned TEAD-YAP block 1, GPR151 ag -0.8, FBW7 activator 0.5 and MITF inh 14.
CCOc1ccc2cccc(NC(=O)c3c(F)cccc3F)c2n1 was read as TEAD-YAP block 5, GPR151 ag 2.2, FBW7 activator 0.2 and MITF inh 13.
For COc1ccc(S(=O)(=O)N2CCCC2C(=O)Nc2ccc(Br)cc2)cc1 (centres undefined) the results were TEAD-YAP block -4, GPR151 ag -0.6, FBW7 activator 0.7 and MITF inh 12.
For COc1cccc2c1OC1(C)CC2NC(=O)N1c1cccc(C(F)(F)F)c1 (centres undefined) the results were TEAD-YAP block 12, GPR151 ag 0.3, FBW7 activator -0.1 and MITF inh -5.
N#CCCn1cc(C=Nc2cccc(S(N)(=O)=O)c2)c2ccccc21 was read as TEAD-YAP block 12, GPR151 ag 0.2, FBW7 activator -0.2 and MITF inh 2.
Screening COc1ccccc1N1CCN(c2ncnc3sc(-c4ccccc4)cc23)CC1 returned TEAD-YAP block 6, GPR151 ag -0.2, FBW7 activator 0.1 and MITF inh -5.

Gathered by group, the entries above with fluorine (11)
For O=C(CC1C(=O)NCCN1Cc1ccc(F)cc1Cl)NC1CCCCCCC1 (centres undefined) the results were TEAD-YAP block 11, GPR151 ag 1.2, FBW7 activator 0.0 and MITF inh 12.
For CN(C)CCN1C(=O)C(O)=C(C(=O)c2cccs2)C1c1ccccc1F (centres undefined) the results were TEAD-YAP block 5, GPR151 ag -0.6, FBW7 activator 0.0 and MITF inh 6.
Fc1cccc(CCNc2nccc(Nc3ccncn3)n2)c1 was read as TEAD-YAP block -14, GPR151 ag -0.8, FBW7 activator 0.0 and MITF inh -11.
`CCN(CC)CCCNC(=O)C1c2ccccc2C(=O)N(Cc2ccc(F)cc2)C1c1ccc(OC)cc1` (centres undefined) gave TEAD-YAP block 5, GPR151 ag -0.2, FBW7 activator -0.1 and MITF inh 2.
Cc1ccc(C(=O)N2CCc3ccccc3C2)c(F)c1F was read as TEAD-YAP block -9, GPR151 ag 1.0, FBW7 activator -0.1 and MITF inh 3.
Screening CC(C)(C)NC(=O)CCN1C(=O)/C(=C\c2ccccc2F)SC1=S returned TEAD-YAP block -2, GPR151 ag -1.0, FBW7 activator 0.0 and MITF inh 1.
For COCCNC(=O)c1ccc(Cn2c(SCC(=O)c3ccc(F)cc3)nc3ccc(Br)cc3c2=O)cc1 the results were TEAD-YAP block 4, GPR151 ag -0.4, FBW7 activator 0.3 and MITF inh 14.
Screening CCOC(=O)N1CCN(C(=O)CSCc2c(F)cccc2Cl)CC1 returned TEAD-YAP block -17, GPR151 ag -0.7, FBW7 activator 0.2 and MITF inh 6.
`O=C(O)CC1(CC(=O)Nc2ccc(F)cc2F)CCCC1` gave TEAD-YAP block 2, GPR151 ag -2.0, FBW7 activator 0.0 and MITF inh -4.
CCOc1ccc2cccc(NC(=O)c3c(F)cccc3F)c2n1 was read as TEAD-YAP block 5, GPR151 ag 2.2, FBW7 activator 0.2 and MITF inh 13.
For COc1cccc2c1OC1(C)CC2NC(=O)N1c1cccc(C(F)(F)F)c1 (centres undefined) the results were TEAD-YAP block 12, GPR151 ag 0.3, FBW7 activator -0.1 and MITF inh -5.
